# AI-2 QS modul = modulators of Vibrio harveyi AI-2 quorum sensing system. 0.4% of 300,000 active. AID 2094. activity change, % at 7.5 µM. Vibrio harveyi JMH597 AI-2 luminescence/OD600 ratio, 9 h; stronger effect = lower value; strain lacks LuxN and CqsS sensors; 0 = neutral-control median; in the data active means activity change below about -75%, passing the limit was not always enough; inconclusive means no clear call, values can overlap the other calls;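 further: luminescence divided by OD600 gain over 9 h not by final OD600 alone; inactives centre near 13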
# KLF5 inh = suppresses KLF5 promoter-driven expression. DLD-1 KLF5 promoter-luciferase reporter, luminescence. inhibition, % at 5 µM. 0.23% of 290,000 active. AID 1700;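 active means inhibition above a per-plate limit of that plate's mean compound inhibition plus 3 SD, cut at about 60% in these data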;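 further: 0% = DMSO wells and 100% = LY294002 at 200 µM; higher means less KLF5 promoter-driven luciferase light; inactives centre near -14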
# PolyA inh = yeast polyadenylation inhibition | S. cerevisiae SKY197-pL101 polyadenylation reporter, beta-gal luminescence; efflux-impaired pdr1/pdr3 knockout yeast; score 100 = 6 SD above DMSO | calls only at 12 µM | 0.02% of 300,000 active;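 active means lowest replicate activity score at least 50, where 100 means six control SD above control mean; inconclusive means lowest score under 50 but half or more replicates reach 50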;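 further: yeast exposed to compound for 9 h at 30 °C; higher score means more reporter readthrough which indicates perturbed polyadenylation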
# aSyn 5UTR inh = 5' untranslated region of α-synuclein, MLPCN primary screen; 0.82% of 300,000 active; inhibition, % (tested at 7.5 µM); alpha-synuclein 5'UTR reporter, inhibitor activity; in the data active means inhibition above about 60%; inconclusive means no clear call, values can overlap the other calls;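 further: H4 neuroglioblastoma cells stably carrying SNCA 5'UTR luciferase fusion; 0% = DMSO wells and 100% = positive control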
# IEC-6 tox = kills IEC-6 intestinal cells in KLF5 counter-screen; IEC-6 cytotoxicity, luminescence viability; inhibition, % at 5 µM; 0.78% of 290,000 active; AID 1825; in the data active means inhibition above about 22%;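 further: 0% = plate median of test compound wells and 100% = cytotoxic reference compound wells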
# GSK3A inh = blocks human GSK-3 alpha kinase; ADP-Glo luminescence, 60 min; P49840; 0.1% of 320,000 active; inhibition, % at 10 µM; AID 2650;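 in the data active means inhibition above about 50%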;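 further: GST-tagged GSK-3 alpha with peptide substrate and 25 µM ATP; 0% = DMSO neutral wells and 100% = GW8510 positive control wells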
# Target sequence (P49840 whole entry, looked up): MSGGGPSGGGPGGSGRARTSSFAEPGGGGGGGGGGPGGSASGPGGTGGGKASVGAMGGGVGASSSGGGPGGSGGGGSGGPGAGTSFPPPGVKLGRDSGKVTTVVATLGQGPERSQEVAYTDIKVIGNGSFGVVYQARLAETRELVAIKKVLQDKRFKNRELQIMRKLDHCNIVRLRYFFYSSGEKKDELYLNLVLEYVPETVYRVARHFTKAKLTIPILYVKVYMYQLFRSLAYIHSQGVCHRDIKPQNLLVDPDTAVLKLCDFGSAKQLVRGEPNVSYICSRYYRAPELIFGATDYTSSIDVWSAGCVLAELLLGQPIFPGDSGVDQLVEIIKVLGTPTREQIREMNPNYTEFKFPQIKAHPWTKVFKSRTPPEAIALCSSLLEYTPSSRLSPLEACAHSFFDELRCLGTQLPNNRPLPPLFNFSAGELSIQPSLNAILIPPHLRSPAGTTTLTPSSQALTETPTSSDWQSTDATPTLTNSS
# HSF1 activator = increases HSF-1 driven luciferase reporter signal; NIH3T3-HGL HSF-1 luciferase reporter, MG132, 8 h; 100% = twice DMSO control signal; activation, % at 9 µM; 1.7% of 300,000 active; AID 504408;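 active means mean replicate activation of at least 50% with a set share of replicates each reaching 50%; inconclusive means only one of those two conditions met; inactive means mean below 50% and too few replicates reaching it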;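 further: 0% = median of the neutral control wells and 100% = twice that signal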
# HSF1 inhib = HSF1 inhibition; NIH3T3-HGL HSE-luciferase, MG132-induced, luminescence 8 h; stronger effect = lower value; activity change, negative = inhibition, % at 7.5 µM (by protocol); 0.77% of 300,000 active;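 active means more than half of replicate wells show activity change below -50%, luminescence cut by over half; inconclusive means some wells, but at most half, below -50%; inactive means no replicate well below -50%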;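 further: luciferase reports HSF-1 transcriptional activity via heat shock element; 0% = median of DMSO wells and -100% = zero luminescence signal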
# HSP90 refold inh = HSP90 refolding inhibition in rabbit reticulocyte lysate; luciferase refolding luminescence, 3 h; inhibition, % at 5.6 µM; 0.91% of 290,000 active; AID 1789;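 active means inhibition above the screen-wide mean plus 3 SD, computed separately per campaign, cut at about 16% in these data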;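 further: 0% = DMSO wells and 100% = 60 µM geldanamycin wells; inhibitors lower the luminescence because luciferase stays unfolded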
# GSK3beta inhib = human GSK3beta kinase inhibition. 0.038% of 300,000 active. GST-GSK3beta kinase, ADP-Glo luminescence, 60 min; stronger effect = lower value. P49841. activity score (negative = inhibition), % at 10 µM;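 active means more than half of replicate wells score below -50%, meaning over 50% inhibition versus plate controls; inconclusive means some replicates but at most half score below -50%; inactive means no replicate scores below -50%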;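 further: 0% = median DMSO wells and -100% = median GW8510 positive control wells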
# Target sequence (P49841 whole entry, looked up): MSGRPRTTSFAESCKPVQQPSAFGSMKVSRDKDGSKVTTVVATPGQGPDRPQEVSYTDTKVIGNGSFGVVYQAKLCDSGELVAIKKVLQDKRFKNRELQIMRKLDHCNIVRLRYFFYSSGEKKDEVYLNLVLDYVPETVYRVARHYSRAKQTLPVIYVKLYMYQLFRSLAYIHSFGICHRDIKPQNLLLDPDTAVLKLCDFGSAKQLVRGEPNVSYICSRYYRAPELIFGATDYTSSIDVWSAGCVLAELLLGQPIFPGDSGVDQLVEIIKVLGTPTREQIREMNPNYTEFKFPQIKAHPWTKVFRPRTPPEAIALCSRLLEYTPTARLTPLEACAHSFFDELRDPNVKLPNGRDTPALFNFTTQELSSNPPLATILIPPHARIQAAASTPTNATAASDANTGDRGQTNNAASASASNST
#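 Assay system: GST-fused GSK3beta enzyme, cell-free / Medium: Tris pH 7.5 buffer with MgCl2, DTT, BSA, heparin / Also added: peptide substrate plus 25 µM ATP (final) / Compound: 10 µM single point / Timing: kinase reaction with compound 60 min at room temperature / Detection: ADP-Glo luminescence / Benchmarks: DMSO neutral wells and GW8510 at 20 µM as positive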
# Starred values were filed as active, the others as inactive; i = inactive; ? = inconclusive; / = not tested or not shown. An excerpt; the hit share may differ from the screen's.
SMILES,AI-2 QS modul,KLF5 inh,PolyA inh,aSyn 5UTR inh,IEC-6 tox,GSK3A inh,HSF1 activator,HSF1 inhib,HSP90 refold inh,GSK3beta inhib
CCN(CCn1cccn1)C(=O)CC1C(=O)NCCN1CC1CCCCC1 (stereo unspecified),16,-14,i,4,-3,-1,3,-9,-1,2
CC(C)C(=O)NC(=O)COC(=O)/C=C/c1cccs1,3,-10,i,5,1,-2,3,5,-1,-1
O=[N+]([O-])c1cc(C(F)(F)F)cc([N+](=O)[O-])c1NCCN1CCNCC1,10,-1,i,-28,-3,-1,19,1,1,1
CC(=O)Nc1ccc2c(c1)N(S(=O)(=O)c1cccs1)CCC2,25,/,i,2,/,-1,7,9,/,1
COC(=O)/C(=C\c1cc(OC)c(OC)c(OC)c1)c1nc2ccccc2[nH]1,-6,-18,i,-7,1,-2,-1,1,5,5
CCN(CC)S(=O)(=O)c1ccc(Cl)c(NC(=O)CSc2nnc(-c3cccs3)o2)c1,12,-23,i,25,-9,1,19,6,3,2
O=C(NCCN1C(=O)C2C3C=CC(C3)C2C1=O)Nc1ccc(Br)cc1 (stereo unspecified),8,-145,i,-144,-1,/,34,22,2,0
Cc1ccc(C(=O)N/C(=C\c2ccc([N+](=O)[O-])cc2)C(=O)NCCc2ccccc2)cc1,21,-34,i,24,-3,/,0,-4,-2,-9
COc1ccc(/C=C2\SC(=S)NC2=O)cc1OS(=O)(=O)c1ccc(NC(C)=O)cc1,-9,1,i,-11,-4,/,5,1,0,-15
CCCCOc1ccc(C(=O)NN2C(=O)NC3(CCCCC3)C2=O)cc1OC,9,/,i,4,/,0,2,-1,/,1
COc1ccc(OCC(=O)NNC(=O)CCc2ccccc2)cc1,10,-18,i,-9,-1,1,26,8,-3,1
O=C(NCc1ccccn1)[C@H]1C[C@@H]1[C@H](NP(=O)(c1ccccc1)c1ccccc1)c1ccccc1,11,-24,i,2,4,-2,23,2,0,-1
Clc1ccc(-n2nnnc2Sc2ncnc3sccc23)cc1,14,0,i,30,4,-1,129*,90,1,0
COc1ccc(C2/C(=C(/O)c3ccccc3)C(=O)C(=O)N2CCO)cc1 (stereo unspecified),-2,9,i,24,2,1,-1,-9,-2,2
CCOc1ccc(NC(=O)c2ccc(N3CC4CC(C3)c3cccc(=O)n3C4)c(NC(=O)c3ccncc3)c2)cc1 (stereo unspecified),35,3,i,-13,-2,0,-6,3,-7,-1
Cc1cc2nc3c(nc2cc1C)CCCC3,-7,-83,i,-178,7,0,1,5,2,-1
CC(=O)Nc1ccccc1C(=O)N1CCN(Cc2ccc3c(c2)OCO3)CC1,18,-23,i,-5,-2,2,-6,-3,1,-5
COc1ccc(/C=N/NC(=O)c2ccc(CSc3nc(C)cc(C)n3)cc2)cc1O,11,-9,i,10,-4,-2,8,2,-1,1
CN(c1ccccc1)S(=O)(=O)c1ccc(NC(=O)c2ccco2)cc1,22,-32,i,-14,-1,-3,40,5,-1,1
O=C(O)C1=C[C@@H](c2ccc3c(c2)OCO3)C[C@@H](OCc2ccc(CO)cc2)O1,34,-12,/,7,-5,1,4,-5,11,5
O=C(NNC(=O)c1ccc(Cl)c(S(=O)(=O)Nc2ccc(Cl)cc2)c1)c1ccc(=O)[nH]c1,23,/,i,1,/,-2,-9,-9,/,-2
COc1ccccc1-n1c(-c2ccccc2)n[nH]c1=S,-9,-28,i,-10,1,-2,-9,-2,-4,2
CN(C)C(=O)N1CCCC(C(=O)NCCc2ccccc2)C1 (stereo unspecified),11,-41,i,-91,0,-3,-7,-6,2,3
Cc1ccc(S(=O)(=O)Nc2c(C(=O)O)[nH]c3ccccc23)c(C)c1,6,-32,/,45,-6,6,7,-1,-3,2
CCCOc1ccc(N2C(=O)CC(N(CCc3ccc(OC)c(OC)c3)C(=O)c3ccccc3)C2=O)cc1 (stereo unspecified),23,21,i,21,4,-2,11,-2,16,3
COc1cc(Cl)cc(/C=N/NC(N)=O)c1O,12,0,i,-10,0,7,1,-2,-2,0
O=C(CNC(=O)c1ccc(Br)cc1)NC1=NCCS1,24,4,i,6,2,2,11,3,-2,-1
Clc1ccc(CSc2nc3ccncc3[nH]2)cc1,?,-11,i,12,1,0,56*,23,27*,4
CCOC(=O)c1nn(-c2ccccc2)c(C#N)c1NC(=O)c1nn(CC)cc1Br,-6,-10,i,27,-4,-4,-14,3,-1,0
O=C(Nc1ccncc1)c1ccccc1F,-3,-4,i,7,-5,13,6,-5,2,1
O=C(NCCc1c[nH]c2ccccc12)/C(=C/c1cccnc1)NC(=O)c1ccccc1,31,5,i,28,0,-4,8,0,2,4
O=C1CCc2cc(S(=O)(=O)NC(Cc3ccccc3)C(=O)N3CCN(c4ccccn4)CC3)ccc2N1 (stereo unspecified),13,-23,i,-13,2,-3,14,8,0,1
Cc1cccc(N(Cc2cc3ccc(C)cc3[nH]c2=O)C(=O)c2ccco2)c1,15,-2,i,-5,6,-2,21,5,6,2
COC(=O)c1oc2ccc(Br)cc2c1NC(C)=O,-16,-17,/,-14,-1,-1,-8,6,-1,0
CN(C)CCCN(C(=O)/C=C/c1cccs1)c1nc2c(F)cccc2s1,1,-13,i,19,8,/,-8,1,3,-2
O=C(Cn1cnc2c(nnn2-c2cccc(Cl)c2)c1=O)NCc1ccccc1,-14,3,i,-1,1,-21,12,3,5,3
COc1ccc(NC(=S)N2CCc3ccccc3C2)cc1,2,2,i,-82,7,-2,61*,28,-3,1
COc1cc(CNC(=O)c2ccc(Cn3nc(C)c(Cl)c3C)o2)cc(OC)c1,20,-20,i,21,-2,-1,1,-2,0,1
CN1CCN(Cc2ccc(Sc3ccc(Cl)cc3)c([N+](=O)[O-])c2)CC1,0,-7,i,-14,1,2,17,1,3,-1
CSCCCNC(=O)c1ccccc1OC1CCN(S(C)(=O)=O)CC1,24,-17,i,-2,-2,2,3,2,2,2
COCCN(C(=O)C1=COCCO1)c1c(N)n(Cc2ccccc2)c(=O)[nH]c1=O,24,-8,i,1,-4,-4,-15,-3,-3,0
CCN(C1CCCCC1)S(=O)(=O)c1ccc(S(=O)(=O)NCc2ccncc2)cc1,25,-6,i,-8,18,-3,-4,-1,4,-1
CC(=O)N1CCc2cc(S(=O)(=O)NCCC(=O)NC3CCN(Cc4ccccc4)CC3)ccc21,/,-24,/,/,1,-7,/,/,4,/
c1ccn2c(SCc3ccc4c(c3)OCO4)nnc2c1,12,-43,i,-93,-2,11,-73,-65*,2,2
Cc1nn(-c2ccccc2)c2c1C1(C(=O)N(C(C)C)c3ccccc31)C(C#N)=C(N)O2 (stereo unspecified),-4,-29,i,16,6,-2,-1,6,5,2
CCOc1ccc(-c2csc(NC(=O)CSC3=NC(=O)CN3C(C)=O)n2)c2ccccc12,23,-24,i,-52,2,-1,34,3,8,1
COc1ccc(S(=O)(=O)N(CC(=O)NCc2ccco2)c2ccccc2)cc1,7,-3,i,0,-1,-1,6,8,0,2
O=C(NCc1ccccc1Cl)C1CCN(C(=O)c2sccc2-n2cccc2)CC1,30,6,i,24,3,-1,-8,2,0,0
O=C(NCc1ccc2c(c1)OCO2)c1ccc(S(=O)(=O)NCC2CCCO2)cc1 (stereo unspecified),36,-11,i,19,-1,-1,-2,1,-2,4
COc1cc2c(cc1OC)C(C(=O)N1CCN(c3ccccn3)CC1)C(c1cccs1)N(C)C2=O (stereo unspecified),18,-22,/,-8,-3,-1,3,-4,4,2
O=C(Nc1cccc(O)c1)c1cc(-c2cccs2)on1,4,-164,i,-38,-2,0,43,9,31*,5
O=C(COC(=O)COc1cccc(C(F)(F)F)c1)NC1CCCC1,24,/,i,5,/,-3,-8,-9,/,1
CCc1ccccc1Nc1nc(N)nc(COC(=O)CCS(=O)(=O)c2ccccc2)n1,6,/,i,14,/,1,-20,2,/,-1
CNc1nc(Cl)c(SC)c(N2CCOCC2)n1,10,0,i,18,-6,4,-46,-31,0,1
Nc1nc(Cn2nnc(-c3ccccc3Cl)n2)nc(N2CCOCC2)n1,35,-5,i,14,-5,-3,0,-3,2,-1
Cc1cccc(S(=O)(=O)Nc2ccc(-c3cn4ccccc4n3)cc2)c1,9,-41,i,0,0,2,8,9,-2,-23
COc1ccc(C(=O)Nc2ccc3nc(C)c(C)nc3c2)cc1,3,-98,i,-87,1,-1,16,16,-2,-2
N#CCSC1=Nc2ccccc2C2=NC(CCC(=O)N3CCN(c4ccccc4)CC3)C(=O)N12 (stereo unspecified),25,-41,i,16,-6,-24,9,6,1,-2
C=C(C)COc1ccc2c(CC)cc(=O)oc2c1C,5,-7,i,25,-2,-1,11,10,-4,0
CC(C(N)=O)N1C(=O)c2cccc3cccc1c23 (stereo unspecified),7,-27,i,18,2,0,18,13,3,1
# The list goes on.
SMILES,AI-2 QS modul,KLF5 inh,PolyA inh,aSyn 5UTR inh,IEC-6 tox,GSK3A inh,HSF1 activator,HSF1 inhib,HSP90 refold inh,GSK3beta inhib
Cc1cc(C)n2nc(SCC(=O)Nc3c(C)nn(-c4ccccc4)c3C)nc2n1,9,-5,/,5,2,1,-1,2,1,-4
COc1ccc2c(c1)CCc1sc(NC(=O)c3ccc(C)cc3)nc1-2,6,-8,/,-20,1,1,11,8,0,1
CC(C)(C)NC(=O)C(c1ccncc1)N(C(=O)CNC(=O)c1ccco1)c1ccc(F)cc1 (stereo unspecified),6,-23,i,-10,2,-1,13,1,3,-1
O=C(O)c1ccc(/C=C2\SC(=S)N(NC(=O)c3ccccc3)C2=O)cc1,54,14,i,-2,0,-2,-17,6,2,2
c1ccc(-c2nc(-c3cccs3)[nH]c2-c2ccccc2)cc1,/,-13,i,21,-5,-5,16,0,-3,/
Cc1ccc(OCCn2cnc3c(N)ncnc32)cc1,-9,-2,i,-14,6,-1,-7,-2,1,0
CCCCc1nc2c(=O)[nH]c3ccccc3c2o1,36,13,i,-13,5,/,7,2,3,-3
CCc1cc(C(=O)Nc2ccccc2)cs1,30,-78,i,-134,3,8,43,17,-1,-1
Nc1c(-c2ccsc2)cnc2ncnn12,18,9,i,-8,-7,4,64*,31,0,1
O=C(NCCc1ccc(F)cc1)Nc1ccc([N+](=O)[O-])cc1,-18,-47,/,/,8,/,/,/,-1,0
COc1ccc(CC(=O)N/N=C/c2cccnc2)cc1OC,18,-5,i,7,2,1,-2,-4,-3,3

# Rewritten with two lines to a compound: entries from further up.
# Every second line gives: AI-2 QS modul | KLF5 inh | PolyA inh | aSyn 5UTR inh | IEC-6 tox | GSK3A inh | HSF1 activator | HSF1 inhib | HSP90 refold inh | GSK3beta inhib
> c1ccc(-c2nc(-c3cccs3)[nH]c2-c2ccccc2)cc1
 : / | -13 | i | 21 | -5 | -5 | 16 | 0 | -3 | /
> Cc1ccc(OCCn2cnc3c(N)ncnc32)cc1
 : -9 | -2 | i | -14 | 6 | -1 | -7 | -2 | 1 | 0
